Rab7 wt modul = modulators of GTP binding to dog Rab7 wildtype GTPase. GST-Rab7 beads, fluorescent GTP binding, flow cytometry; actives lie on both sides; untreated = 100%, excess cold GTP = 0%. GTP binding activity (percent of control), % at 10 µM. 190,000 tested, 0.055% active. AID 758;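 active = fluorescent GTP binding to Rab7 beads changed by at least 20 points from the 100% baseline, either direction, mostly lower; inconclusive = compound itself probably fluorescent, or too few beads counted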;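 note: median green fluorescence of bound Bodipy-FL-GTP per Rab7 bead population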
Cdc42 wt GTP = human Cdc42 wildtype GTP binding change, either direction; 190,000 tested, 0.2% active; percent activity (GTP binding), % at 10 µM; GST-Cdc42 beads, Bodipy-GTP binding, flow cytometry; actives lie on both sides; P60953; AID 761;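 active = percent activity GTP binding at least 20 points away from the 100% baseline, either down as inhibitor or up as activator; inconclusive = compound flagged as likely green fluorescent from well-wide comparison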;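 note: median bead fluorescence of bound Bodipy-FL-GTP at 100 nM; 0% = excess unlabeled GTP control and 100% = no compound control; below 100% means less GTP binding so inhibitor and above means activator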
Target sequence (P60953 whole entry, looked up): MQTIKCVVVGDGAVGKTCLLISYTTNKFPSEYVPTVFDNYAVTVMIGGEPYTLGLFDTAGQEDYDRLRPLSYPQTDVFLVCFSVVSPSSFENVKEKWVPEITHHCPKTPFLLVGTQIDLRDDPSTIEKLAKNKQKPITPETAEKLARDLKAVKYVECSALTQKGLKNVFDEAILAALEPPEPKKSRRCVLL
Pf gamet viab = kills late stage P. falciparum gametocytes; inhibition, % at 10.9 µM; AID 743093; 150,000 tested, 0.065% active; P. falciparum stage V gametocytes, ATP luminescence, 24 h;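 active = inhibition above the mean plus 3 SD of compounds within the control limits, set per campaign, cut at about 38% in these data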;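 note: 0% = DMSO wells and 100% = medium only without gametocytes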
ABCB1 block = blocks JC-1 efflux by human ABCB1 transporter. 190,000 tested, 0.067% active. P08183. inhibition, % at 6.6 µM. CCRF-Adr cells, flow cytometry. AID 1326; in the data active = inhibition above about 40%;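 note: 0% = vehicle and 100% = reference inhibitor; higher value means more JC-1 retained so stronger ABCB1 efflux block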
HRas wt GTP = human HRas wildtype GTP binding, change in either direction; P01112; GST-Ras wt beads, Bodipy-FL-GTP binding, flow cytometry; actives lie on both sides; GTP binding activity, % at 10 µM; 190,000 tested, 0.14% active; AID 759;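 active = GTP binding activity at least 20% away from the 100% baseline, either lowered as inhibitor or raised as activator; inconclusive = flagged as likely green fluorescent, judged across all proteins in the well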;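 note: 0% = unlabeled GTP competition control and 100% = no-compound control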
Target sequence (P01112 whole entry, looked up): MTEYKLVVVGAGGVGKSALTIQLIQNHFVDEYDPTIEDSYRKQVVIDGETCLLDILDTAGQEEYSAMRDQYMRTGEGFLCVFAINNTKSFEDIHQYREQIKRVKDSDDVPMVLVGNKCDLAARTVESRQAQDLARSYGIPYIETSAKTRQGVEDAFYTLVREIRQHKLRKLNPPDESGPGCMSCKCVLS
GSH bead fluor = GSH bead compound fluorescence profile; GSH beads flow cytometry, compound fluorescence 488/530 nm; stronger effect = higher value; fluorescence (KMESF) at 10 µM; 190,000 tested, 0.25% active; in the data active = fluorescence above about 89;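 note: glutathione beads carrying GST-tagged Bcl family fusion proteins plus one bare bead set; values are compound well signal with DMSO vehicle wells as background; inactives centre near 16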
Rab2 wt GTP = changes GTP binding to wildtype dog Rab2A, up or down; P61105; GST-Rab2 wt beads, Bodipy-GTP binding, flow cytometry; GTP binding activity, % at 10 µM; 190,000 tested, 0.19% active;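 active = GTP binding activity at least 20 points away from 100%, either lowered or raised; inconclusive = signal likely due to the compound's own green fluorescence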;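 note: 0% = beads with excess unlabeled GTP and 100% = no-compound control corrected for plate trend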
Rac1 wt modul = human Rac1 wildtype GTP binding, inhibitors and activators; P63000; GST-Rac1 beads, fluorescent GTP binding, flow cytometry; actives lie on both sides; 0 = cold GTP competed, 100 = untreated; GTP binding activity (% of control), % at 10 µM; 190,000 tested, 0.27% active; AID 757;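 active = GTP binding activity at least 20 points away from the 100% control level, either lower or higher; inconclusive = compound flagged as likely green fluorescent, judged across all proteins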
Rac1 act GTP bind = human Rac1 activated mutant GTP binding change; P63000; GST-Rac1 activated beads, fluorescent GTP binding, flow cytometry; actives lie on both sides; 100% means binding = to untreated wells; percent activity (GTP binding), % at 10 µM; 190,000 tested, 0.11% active; AID 764;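 active = GTP binding at least 20 percentage points away from the 100% baseline, in either direction, so actives lie on both sides; inconclusive = Compound likely fluorescent itself, or too few beads counted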
Avidin bead fluor = avidin bead compound fluorescence profile | fluorescence (KMESF) at 10 µM | 220,000 tested, 0.38% active | Avidin beads, compound fluorescence 488/530 nm, flow cytometry; stronger effect = higher value | AID 1775; in the data active = fluorescence above about 47; note: inactives centre near 10
ABCG2 inh = inhibitors of human ABCG2 transporter, ABCB1 counter-screen; 190,000 tested, 0.1% active; IgMXP3 cells, JC-1 efflux, flow cytometry; inhibition, % at 6.6 µM; AID 1325; Q9UNQ0;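 active = inhibition above 80%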;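 note: 0% = DMSO and 100% = nicardipine control wells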
Target sequence (Q9UNQ0 whole entry, looked up): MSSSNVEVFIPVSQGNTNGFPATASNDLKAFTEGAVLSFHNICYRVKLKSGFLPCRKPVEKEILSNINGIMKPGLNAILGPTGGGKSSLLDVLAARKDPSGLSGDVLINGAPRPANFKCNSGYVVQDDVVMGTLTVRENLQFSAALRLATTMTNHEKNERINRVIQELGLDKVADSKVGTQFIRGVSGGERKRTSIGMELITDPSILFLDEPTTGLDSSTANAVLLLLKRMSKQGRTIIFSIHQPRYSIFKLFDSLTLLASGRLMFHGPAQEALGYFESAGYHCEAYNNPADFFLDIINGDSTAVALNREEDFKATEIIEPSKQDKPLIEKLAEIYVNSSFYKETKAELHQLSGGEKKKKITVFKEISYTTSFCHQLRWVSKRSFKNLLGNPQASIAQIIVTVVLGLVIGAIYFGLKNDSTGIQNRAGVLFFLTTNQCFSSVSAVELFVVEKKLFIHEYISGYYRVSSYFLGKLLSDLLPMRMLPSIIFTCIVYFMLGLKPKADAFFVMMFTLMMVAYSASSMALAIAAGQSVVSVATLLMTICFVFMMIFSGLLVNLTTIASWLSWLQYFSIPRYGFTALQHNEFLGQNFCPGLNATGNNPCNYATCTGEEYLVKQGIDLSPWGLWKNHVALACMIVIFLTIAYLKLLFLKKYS
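Incubation: cells with compound and JC-1, 10 min at 25 °C, rotating, no wash / Test system: IgMXP3 (ABCG2) plus far-red-tagged CCRF-Adr (ABCB1) cells / Compound dosing: one concentration, 6.6 µM final / Also added: JC-1 fluorescent substrate / Evaluation: efflux inhibition in percent versus controls / Detection: flow cytometry, 530 nm JC-1 signal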
The depositor's hits bear a star; ? = inconclusive; / = no result given.

SMILES | Rab7 wt modul | Cdc42 wt GTP | Pf gamet viab | ABCB1 block | HRas wt GTP | GSH bead fluor | Rab2 wt GTP | Rac1 wt modul | Rac1 act GTP bind | Avidin bead fluor | ABCG2 inh
Cc1cc(/C=C2\C(=O)NC(=O)N(c3cccc(Br)c3)C2=O)c(C)n1C | 96 | 100 | / | / | 98 | 9 | 99 | 99 | 102 | 10 | 7
Cc1cc(C)nc(N2Cc3ccccc3C2=N)n1 | 99 | 95 | / | 0.7 | 94 | 19 | 94 | 95 | 95 | 9 | 2
CCCSP1(=S)NCCCO1 (stereo unspecified) | ? | ? | / | 0.3 | ? | 5 | ? | ? | ? | 8 | 1
Cc1cccc2c1N(N=O)CCC2 | 98 | 95 | -4 | 0.2 | 98 | 9 | 100 | 99 | 100 | 15 | 9
Cn1c(C(=O)O)c(CC(=O)N2CCN(Cc3ccccc3)CC2)c2ccccc21 | 100 | 104 | 10 | -0.5 | 102 | 21 | 101 | 107 | 99 | 30 | -1
Cc1ccc(-c2nn(Cc3ccccc3)cc2C=O)cc1C | 99 | 99 | -16 | 0.2 | 100 | 7 | 98 | 102 | 100 | 13 | 0
COc1ccccc1OP(=O)(Nc1cccnc1)Oc1ccccc1OC | 98 | 100 | -39 | 0.5 | 98 | 11 | 97 | 99 | 97 | 4 | -5
CN1CCN(CCC(C#N)(c2ccccc2)c2ccccc2)CC1 | 100 | 102 | / | 0.7 | 102 | 23 | 101 | 110 | 99 | 11 | 2
Cc1oc(-c2ccccc2)nc1CN1C(=O)C(C)N=C(c2ccccc2F)c2cc(Cl)ccc21 (stereo unspecified) | 96 | 98 | / | 2.6 | 98 | 15 | 97 | 102 | 96 | 7 | 5
CN(C)C1(c2nnnn2CCOC(=O)Nc2ccc(Cl)cc2)CCCCC1 | 102 | 102 | / | 0.4 | 100 | 20 | 101 | 103 | 101 | 15 | 2
O=c1cc(CN2CC=C(c3ccccc3)CC2)c2c(ccc3ccccc32)o1 | 103 | 97 | -5 | 0.1 | 99 | 11 | 98 | 100 | 99 | 11 | 7
CC(=NCC1CCCO1)c1c(O)n(-c2ccc(Cl)cc2)c(=O)[nH]c1=O (stereo unspecified) | 97 | 98 | -20 | 0.6 | 98 | 29 | 97 | 97 | 94 | 12 | 3
CCOP(=O)(OCC)C(O)c1ccc(OC)cc1OC (stereo unspecified) | 97 | 103 | / | -0.4 | 100 | 11 | 99 | 102 | 100 | 11 | -3
CN1CCN(c2cc(N3CCNCC3)ccc2[N+](=O)[O-])CC1 | 97 | 104 | 9 | -0.1 | 105 | 9 | 102 | 103 | 103 | 14 | 2
CCCC(C)C1C(C#N)=C(N)Oc2c1c(=O)oc1ccccc21 (stereo unspecified) | 95 | 94 | -13 | 0.2 | 94 | 33 | 94 | 94 | 93 | 0 | 8
CCc1ccc(-n2c(O)c(/C=N/NC(=O)c3ccncc3)c(=O)[nH]c2=O)cc1 | 98 | 104 | 7 | 0.1 | 99 | 18 | 99 | 106 | 101 | 12 | 2
Cc1cccc(C)c1NC1=NCCCS1 | 97 | 99 | / | 0.0 | 97 | 26 | 96 | 101 | 97 | 5 | 0
CCC(=NCc1ccco1)c1c(O)n(-c2ccc(C)cc2)c(=O)[nH]c1=O | 103 | 103 | -8 | -5.0 | 104 | 27 | 103 | 104 | 100 | 11 | -5
O=C(N/N=C/c1c(O)n(CCc2ccccc2)c(=O)[nH]c1=O)c1ccncc1 | 97 | 97 | 10 | -2.0 | 97 | 9 | 96 | 101 | 97 | 12 | -2
S=C=Nc1ccccn1 | 103 | 100 | / | 0.8 | 98 | 11 | 97 | 101 | 97 | 9 | 3
O=P(/C(=N/O)N1CCOCC1)(N1CCOCC1)N1CCOCC1 | 95 | 99 | -2 | -3.1 | 98 | 26 | 97 | 94 | 95 | 16 | -2
CCN1CCN(c2ccc([N+](=O)[O-])cc2C#N)CC1 | 104 | 95 | 2 | 1.6 | 99 | 14 | 101 | 102 | 98 | 8 | 0
COc1ccc(P2(=O)Nc3ccccc3N2)cc1 | 100 | 96 | / | 0.0 | 98 | 20 | 98 | 98 | 97 | 6 | 0
Cc1ccccc1-n1c(O)c(C=Nc2ccc3c(c2)OCO3)c(=O)[nH]c1=O | 101 | 102 | -16 | 0.8 | 100 | 11 | 100 | 99 | 94 | 26 | 2
CCC(=NCc1ccco1)c1c(O)n(-c2ccccc2)c(=O)[nH]c1=O | 100 | 103 | / | 2.3 | 101 | 25 | 101 | 105 | 99 | 11 | 16
SMILES | Rab7 wt modul | Cdc42 wt GTP | Pf gamet viab | ABCB1 block | HRas wt GTP | GSH bead fluor | Rab2 wt GTP | Rac1 wt modul | Rac1 act GTP bind | Avidin bead fluor | ABCG2 inh
COC1=CC(=O)OC(/C=C/c2ccccc2)C1 (stereo unspecified) | 100 | 103 | / | -0.1 | 100 | 19 | 103 | 103 | 100 | 7 | 2
COc1cc2c(cc1O)C[C@H]1NCCc3cc4c(c-2c31)OCO4 | 94 | 91 | / | -0.5 | 86 | 10 | 88 | 85 | 92 | 8 | 8
CN(C)CCN=Cc1c(O)n(C2CCCCCC2)c(=O)[nH]c1=O | 103 | 106 | -8 | 0.5 | 104 | 17 | 104 | 107 | 99 | 8 | 2
CC(C)N1CCC2(CC1)NC(CO)(CO)CO2 | 96 | 95 | / | 0.1 | 99 | 14 | 100 | 101 | 100 | 5 | 2
CCP(=S)(CC)c1ccc(N(C)C)cc1 | 102 | 98 | -8 | -0.4 | 99 | 13 | 102 | 100 | 97 | 8 | -2
O=C(Cn1c(=S)[nH]c2ccccc2c1=O)N1CCC2(CC1)OCCO2 | 98 | 99 | 6 | 0.2 | 100 | 24 | 98 | 98 | 96 | 13 | 1
O=C(N/N=C\C1C(=O)NC(=S)N(c2ccccc2)C1=O)c1ccc(O)cc1 (stereo unspecified) | 102 | 92 | / | -0.6 | 97 | 14 | 95 | 95 | 94 | 21 | -1
C#C[C@]1(O)CC[C@H]2[C@@H]3CCC4=CC(=O)CC[C@]4(C)[C@H]3CC[C@@]21C | 103 | 99 | / | -0.3 | 98 | 20 | 95 | 100 | 98 | 8 | -1
CN1C(=O)C(=Cc2ccccc2Oc2ccc(Cl)c(F)c2)C(=O)N(C)C1=O | 94 | 92 | -9 | -0.3 | 95 | 21 | 94 | 93 | 93 | 5 | -1
CN(C)C(=Nc1ccccc1)P(=S)(N(C)C)N(C)C | 96 | 99 | 21 | 0.4 | 96 | 11 | 97 | 98 | 98 | 10 | 5
CC(C)CC(NC(=O)C1CCCCC1)C(=O)N1CCC2(CC1)OCCO2 (stereo unspecified) | 101 | 106 | 21 | 0.4 | 107 | 24 | 108 | 104 | 104 | 11 | 0
O=C(CCS(=O)(=O)c1ccc(Br)cc1)N1CCC2(CC1)OCCO2 | 102 | 100 | 5 | 1.0 | 99 | 23 | 97 | 104 | 97 | 27 | -1
COc1ccn(C)c(=O)c1C#N | 104 | 96 | / | 0.5 | 98 | 23 | 98 | 100 | 96 | 6 | 4
CN1CCN(C(=S)SCC(=O)Nc2ccc(Cl)cc2C(=O)c2ccccc2)CC1 | 98 | 103 | / | 1.9 | 102 | 14 | 100 | 106 | 101 | 13 | 5
CCOC(=O)COc1ccc2c(c1)c(C(C)=O)c(C)n2Cc1ccccc1 | 95 | 101 | 4 | 1.0 | 98 | 13 | 98 | 103 | 98 | 16 | 11
Cc1cccc(-n2c(O)c(C=Nc3ccc(Br)cn3)c(=O)[nH]c2=O)c1 | 99 | 98 | -31 | -0.3 | 99 | 13 | 102 | 102 | 100 | 4 | 11
CC(=O)c1cn(Cc2ccc(C#N)cc2)c2ccccc12 | 94 | 97 | -27 | 0.8 | 96 | 10 | 95 | 97 | 96 | 11 | 3
Cc1cccc(-n2c(C)nc3ccccc3c2=O)c1C | 96 | 96 | -5 | 0.9 | 95 | 26 | 95 | 95 | 94 | 12 | 1
CCOc1ccccc1N1C(=O)NC(=O)/C(=C/c2ccc3c4c(cccc24)CC3)C1=O | 102 | 98 | / | -0.9 | 98 | 16 | 98 | 98 | 99 | 17 | 8
CN(C)S(=O)(=O)c1cc(NC(=O)C[N+]23CCN(CC2)CC3)ccc1Cl | 103 | 102 | -1 | -0.2 | 102 | 9 | 100 | 105 | 99 | 15 | 23
Cc1cccc(-n2c(O)c(/C=N/N3CCOCC3)c(=O)[nH]c2=S)c1 | 101 | 102 | 0 | -0.7 | 99 | 32 | 99 | 104 | 98 | 5 | -4
COc1ccc(CC2C(=O)N(c3ccccc3)C(=O)N(c3ccccc3)C2=O)c(OC)c1 | 96 | 101 | -4 | 0.2 | 99 | 11 | 100 | 109 | 99 | 17 | 1
O=C(c1cc2c(s1)CCCC2)N1CCC2(CC1)OCCO2 | 99 | 100 | / | 0.3 | 101 | 31 | 99 | 101 | 98 | 20 | 0

Arranged by heavy-atom count (lowest first): some entries from above.
SMILES | Rab7 wt modul | Cdc42 wt GTP | Pf gamet viab | ABCB1 block | HRas wt GTP | GSH bead fluor | Rab2 wt GTP | Rac1 wt modul | Rac1 act GTP bind | Avidin bead fluor | ABCG2 inh
CCP(=S)(CC)c1ccc(N(C)C)cc1 | 102 | 98 | -8 | -0.4 | 99 | 13 | 102 | 100 | 97 | 8 | -2
Cc1cccc(-n2c(C)nc3ccccc3c2=O)c1C | 96 | 96 | -5 | 0.9 | 95 | 26 | 95 | 95 | 94 | 12 | 1
C#C[C@]1(O)CC[C@H]2[C@@H]3CCC4=CC(=O)CC[C@]4(C)[C@H]3CC[C@@]21C | 103 | 99 | / | -0.3 | 98 | 20 | 95 | 100 | 98 | 8 | -1
O=C(CCS(=O)(=O)c1ccc(Br)cc1)N1CCC2(CC1)OCCO2 | 102 | 100 | 5 | 1.0 | 99 | 23 | 97 | 104 | 97 | 27 | -1
O=C(Cn1c(=S)[nH]c2ccccc2c1=O)N1CCC2(CC1)OCCO2 | 98 | 99 | 6 | 0.2 | 100 | 24 | 98 | 98 | 96 | 13 | 1
CC(C)CC(NC(=O)C1CCCCC1)C(=O)N1CCC2(CC1)OCCO2 (stereo unspecified) | 101 | 106 | 21 | 0.4 | 107 | 24 | 108 | 104 | 104 | 11 | 0
O=C(N/N=C\C1C(=O)NC(=S)N(c2ccccc2)C1=O)c1ccc(O)cc1 (stereo unspecified) | 102 | 92 | / | -0.6 | 97 | 14 | 95 | 95 | 94 | 21 | -1

Assay outcomes (PubChem BioAssay)

Not all compounds are listed; the hit share may differ from the screen's.
